DRD3 antagonist: antagonists of human D3 dopamine receptor. P35462. D3R cells, DiscoveRx beta-arrestin luminescence, antagonist mode; stronger effect = lower value. max response, negative = inhibition, %. 2.5% of 360,000 active. AID 652054; in the data active = max response below about -50%; inconclusive = no clear call, values can overlap the other calls; note: % is set by controls: 0 for no effect and ±100 for the full control effect; mostly tested at two doses, the higher about 12 µM
Target sequence (P35462 whole entry, looked up): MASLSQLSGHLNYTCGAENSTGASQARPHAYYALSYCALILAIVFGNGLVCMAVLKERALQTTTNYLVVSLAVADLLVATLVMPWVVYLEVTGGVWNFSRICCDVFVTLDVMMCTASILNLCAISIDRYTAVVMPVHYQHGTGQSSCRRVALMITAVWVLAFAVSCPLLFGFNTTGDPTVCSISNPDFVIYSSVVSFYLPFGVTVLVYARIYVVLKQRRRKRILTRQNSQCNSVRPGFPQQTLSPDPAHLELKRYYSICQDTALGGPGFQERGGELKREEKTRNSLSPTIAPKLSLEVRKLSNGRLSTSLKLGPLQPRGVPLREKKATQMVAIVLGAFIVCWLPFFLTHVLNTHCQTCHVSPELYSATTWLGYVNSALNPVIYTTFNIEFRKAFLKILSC
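Cells expressing the human receptor were seeded at 1500 cells/well, incubated overnight at 37 degrees C in 5% CO2, then exposed to library compounds with dopamine controls for 90 minutes at 37 degrees C before luminescent detection.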
WRN inhibitor: WRN helicase (human) inhibition; WRN helicase unwinding, fluorescent forked duplex, kinetic; AID 651768; Potency, µM (titrated, usually from 114 µM), for inactives: at the top dose activity change, negative = inhibition, hits mostly inhibitors; 0.46% of 360,000 active; Q14191; note: potency is the fitted concentration of half-maximal effect; % is set by controls: 0 for no effect and ±100 for the full control effect; nearly all actives have a fitted effect of over 55% in size
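Fluorescence dequenching readout, ex 525 nm/em 598 nm, kinetic mode: forked duplex DNA (100 nM final) with adjacent fluorophore and quencher unwound by WRN (20 nM final) with 2 mM ATP. Compound preincubation 15 min, room temperature.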
PI5P4K alpha inh: inhibitors of human PI5P4K alpha. P48426. PI5P4Kalpha enzyme, ADP-Glo luminescence, 60 min; stronger effect = lower value. max response, %. 1.2% of 330,000 active; active = max response of -50% or lower; inconclusive = between -30% and -50%; inactive = -30% or higher; note: value at the top dose of about 77 µM; % is set by controls: 0 for no effect and ±100 for the full control effect
Target sequence (P48426 whole entry, looked up): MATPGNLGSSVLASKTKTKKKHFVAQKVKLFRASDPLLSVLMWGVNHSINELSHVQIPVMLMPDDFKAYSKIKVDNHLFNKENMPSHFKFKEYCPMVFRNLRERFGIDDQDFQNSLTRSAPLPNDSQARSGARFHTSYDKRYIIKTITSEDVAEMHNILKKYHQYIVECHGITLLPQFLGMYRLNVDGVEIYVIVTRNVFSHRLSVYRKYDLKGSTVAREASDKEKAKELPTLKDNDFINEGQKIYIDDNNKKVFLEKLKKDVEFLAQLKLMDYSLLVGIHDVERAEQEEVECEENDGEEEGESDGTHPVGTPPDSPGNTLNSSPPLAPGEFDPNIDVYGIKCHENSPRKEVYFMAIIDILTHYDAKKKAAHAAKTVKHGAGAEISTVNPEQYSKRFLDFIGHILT
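Controls without substrate or without enzyme flank wells where PI5P4Kalpha converts substrate using 5 microM ATP (final). Incubation lasts 60 minutes at room temperature; ADP formed is read by ADP-Glo luminescence.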
GLP-1R inv ag: GLP-1 receptor (human) inverse agonism | P43220 | HEK293 GLP-1R CRE-luciferase, luminescence, 24 h; GLP-1R form is constitutively active | Potency, µM (top dose mostly 38.3 µM), inactives show at the top dose activity change, negative = inhibition, actives largely listed as inhibitors | 1.6% of 410,000 active | AID 624417; note: potency is the fitted concentration of half-maximal effect; % is set by controls: 0 for no effect and ±100 for the full control effect; nearly all actives have a fitted effect of over 55% in size
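Constitutively active GLP-1R drives a cAMP-responsive luciferase in stably transfected HEK293 cells; test compounds are added after overnight (12 h) attachment and left 24 hr, and signal loss in luminescence marks inhibition.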
GLP-1R agonist: GLP-1 receptor (human) agonism. Potency, µM (highest dose often 45.6 µM), inactives show at the top dose activation, usual class: activators. P43220. HEK293 GLP-1R CRE-luciferase, luminescence, 4-6 h; cells express a hypersensitive GLP-1R form. AID 624172. 0.007% of 380,000 active; note: potency is the fitted concentration of half-maximal effect; % of control where 0% means no effect
D3 ag: agonists of human D3 dopamine receptor; D3R DiscoveRx beta-arrestin cells, luminescence, 90 min; 0.58% of 410,000 active; max activation, %; P35462; in the data active = max activation above about 30%; note: 0% is about no effect; mostly tested at two doses, the higher about 12 µM
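Agonist mode: compounds and dopamine controls were applied to plated cells for 90 min at 37 degrees C after an overnight attachment at 1500 cells/well. Luminescent read-out followed 30 - 60 minutes at room temperature with DiscoveRx detection reagent.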
GLP1R cytotox: cytotoxicity counter-screen for GLP-1 receptor inverse agonists. HEK293 cAMP-luciferase reporter cells, luminescence, 24 h. Potency, µM (highest dose often 38.3 µM), inactives show at the top dose activity change, negative = inhibition, most hits filed as inhibitors. 0.13% of 410,000 active;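 note: loss of luciferase light is scored as toxicity; potency is the fitted concentration of half-maximal effect; % is set by controls: 0 for no effect and ±100 for the full control effect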
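Cells in DMEM/10% Nu serum/1% pen-strep, 1536-well format. Pre-incubated 12 h, dosed with 23 nL compound, incubated a further 24 h. Luciferase detection, 12 min at room temp, luminescence.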
IL-2 act: activators of IL-2. AID 652025. 0.065% of 360,000 active. activation, % (series mostly up to about 46 µM). IL-2 activation reporter assay, cell-based qHTS; stimulated with anti-CD3/CD4/CD28 beads; in transgenic mouse T cells; in the data active = activation above about 50%; inconclusive = mostly about 30% to 49%; note: 0% is about no effect
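Screening format: compound pinned onto unstimulated transgenic mouse T cells, 60 min incubation, then anti-CD3/anti-CD4/anti-CD28 bead stimulation for 18 hours at 37 degrees C, followed by EGFP and DsRed detection.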
PLK1 PBD inh: inhibitors of human PLK1 polo-box domain binding. Potency, µM, without a hit: max response, negative = inhibition, hits mostly inhibitors. AID 720504. 2.8% of 360,000 active. Plk1 PBD binding of FITC phosphopeptide, fluorescence polarization; note: potency is the fitted concentration of half-maximal effect; series mostly up to about 57 µM; % is set by controls: 0 for no effect and ±100 for the full control effect; nearly all actives have a fitted effect of over 65% in size
An asterisk follows results filed as active; u = inconclusive; x = not tested or not shown; & = joins results of further samples; [ ] = dose if it differs, or a comment. Unless noted, calls come from the whole dose curve; as a rule, active = well fitted curve in the direction sought with a large enough effect; inconclusive = small, poorly fitted or top-dose-only effect, or another doubt; inactive = no such curve, though single readings can be large; an effect the other way counts as inactive or inconclusive.

SMILES | DRD3 antagonist | WRN inhibitor | PI5P4K alpha inh | GLP-1R inv ag | GLP-1R agonist | D3 ag | GLP1R cytotox | IL-2 act | PLK1 PBD inh
CCOC(=O)N1CCc2c(sc(NC(=O)C3=COCCO3)c2C(N)=O)C1 | 13 | -34% | 1 | 7% | -4% | 15 | -2% | -0.6 | -9%
Cc1nn(-c2ccccc2)c2sc(C(=O)N3CCCCC3)cc12 | 0 | -33% | 1 | u | 14% | -16 | -7% | 0.7 | -15%
COC(=O)c1cccc(NC(=O)NC2CCCN2S(=O)(=O)c2ccc(Cl)cc2)c1 (configuration not stated) | 25 | -29% | 7 | 0% | 10% | -15 | 9% | -4.5 | -5%
CCCC1(CCC)NC(=O)N(CC(=O)Nc2ccccc2OC)C1=O | -19 | 0% | x | -2% | -2% | -7 | -12% | -1.8 | -7%
CC(C)(C)OC(=O)NCCCCCc1nnc(SCc2c(F)cccc2Cl)o1 | -6 | -2% | 4 | 10µM* | 14% | 6 | -2% | -3.1 | -1%
Cc1ccc(N2CC(C(=O)N3CCC(C(=O)Nc4nnc(C(C)C)s4)CC3)CC2=O)cc1 (configuration not stated) | 13 | 6% | -9 | 29% | 9% | -1 | -6% | -3.2 | -15%
COc1cccc(/C=N/NC(=O)CCn2cnc3ccccc32)c1 | -4 | -2% | 1 | 4% | 12% | 7 | 11% | 2.3 | -6%
C[C@]12c3[nH]c4ccc(Cl)cc4c3CCN1C(=O)[C@@H](CC(=O)NCCc1ccccn1)C[C@@H]2C(=O)N1CCOCC1 | 1 | 5% | 0 | u | -4% | -7 | -5% | 0.2 | -5%
COc1ccc(S(=O)(=O)N2CCCCCC2)cc1C(=O)OCC(=O)NC(N)=O | 5 | -15% | 2 | 34%[activator] | 10% | 4 | -7% | -0.9 | -12%
CCOC(=O)c1ccccc1NC(=O)COc1ccccc1 | 22 | -12% | 0 | -13% | 20% | -2 | -2% | -0.6 | -7%
CC1CC(C)CN(C(=O)CN2C(=O)NC3(CCCCCCC3)C2=O)C1 (configuration not stated) | -20 | 6% | 4 | -17% | -4% | 2 | 1% | -0.4 | -4%
CCO/C(=C/c1sc2ccc(OC)cc2[n+]1CCCS(=O)(=O)[O-])CC | -73* | -4% | 1 | 6% | -11% | -1 | 1% | 1.3 | -21%
COc1cccc(Oc2ccc(S(=O)(=O)N3CCCC3)cc2[N+](=O)[O-])c1 | -19 | 3% | -8 | u | 7% | -7 | 1% | 0.4 | -4%
CCN(C(=O)CN1CCCCCC1)c1c(N)n(Cc2ccccc2)c(=O)[nH]c1=O | 10 | -3% | 21 | 12% | 8% | 5 | 29% | -2.7 | -11%
Cc1ccc(S(=O)(=O)N2CCCCC2)cc1C(=O)NC1CC(C)(C)NC(C)(C)C1 | 5 | -6% | 8 | -2% | 5% | 6 | 9% | 0.0 | 1%
COc1ccccc1CNC(=O)CN1C(=O)NC2(CCOc3ccccc32)C1=O (configuration not stated) | -17 | 1% | -2 | 9% | 5% | -3 | -12% | 0.5 | -2%
COc1ccc(CNS(=O)(=O)c2c(C)[nH]c(C)c2C(=O)N2CCCC2)cc1 | -11 | 11% | 1 | 7% | 4% | -1 | 0% | -1.7 | -13%
CC(O)CNc1nc2c(c(=O)n(Cc3ccc(Cl)cc3)c(=O)n2C)n1C (configuration not stated) | 10 | -28% | 1 | 5%&-13% | 21%&1% | 3&2 | -10%&4% | 0.0 | -1%
O=S(=O)(Nc1ccc(Cl)cc1)c1cccc2nsnc12 | 12 | 4% | -9 | u | 14% | 9 | 4% | 0.2 | 30µM*
Cc1cnc(NC(=O)Nc2ccc(OCc3ccccc3)cc2)c(Br)c1 | -1 | -2% | -2 | u | 10% | -3 | -6% | -0.5 | 30µM*
CNC[C@H](CC1CCCCC1)NC[C@H](CO)NCCc1cccc(C(F)(F)F)c1 | -84* | -8% | 0 | u | -5% | -35 | u | -0.5 | -9%
CSC[C@H](NC(=O)COc1cc2c(c3oc(=O)cc(C)c13)CCC(C)(C)O2)C(=O)O | 18 | -7% | 1 | -7% | -2% | 1 | -6% | -4.7 | 0%
O=C(COC(=O)c1ccc[nH]c1=O)NC1CCCCCCC1 | 3 | -28% | 2 | 11% | 1% | -2 | 5% | -1.2 | -12%
Cc1ccc(NC(=S)Nc2cccc3cnccc23)cc1C | -17 | -12% | u | u | 8% | -11 | -5% | -1.2 | 27µM*
O=C(NCc1ccco1)C1CC(c2c(Cl)cccc2Cl)=NO1 (configuration not stated) | -18 | -11% | -18 | u | 0% | 0 | 7% | -2.3 | -8%
CCCNC(=O)c1ccc2c(=O)n(Cc3ccco3)c(=S)[nH]c2c1 | -3 | -8% | u | -1%[7.66 µM] | -1% | 2 | 9%[7.66 µM] | 1.9 | -3%
COc1cc(Cl)ccc1OCc1cc(C(=O)N2CCCCCC2)no1 | 13 | -4% | -1 | u | 9% | -1 | 0% | -4.0 | -10%
O=C(NNS(=O)(=O)c1ccc(CCCl)cc1)C(O)(c1ccccc1)c1ccccc1 | 18 | 0% | 1 | -6% | 1% | 3 | -10% | 7.6 | -3%
O=C(N/N=C\c1ccc(S(=O)(=O)O)o1)c1ccc2c(c1)OCO2 | -5 | 0% | -1 | 10% | 0% | -1 | -10% | 0.5 | -12%
COc1ccc(NC(=O)C2=C(C)NC(=O)NC2c2cccs2)c(OC)c1 (configuration not stated) | 1 | -2% | 1 | 12% | 1% | -5 | 2% | -1.1 | 10%
CCNC(=O)CC1SC(=Nc2ccc(Cl)cc2)N(CC)C1=O (configuration not stated) | 0 | 8% | 2 | -3% | 2% | -4 | 1% | -2.8 | -13%
Cc1ccc(NS(=O)(=O)c2ccc(C(=O)N3CCN(S(=O)(=O)c4ccccc4)CC3)cc2)cc1 | 3 | -14% | 6 | u | -4% | 1 | -8% | -5.9 | 1%
CCCN1CCN(CCCNC(=O)C2CCCN(c3nnc(-n4cccc4)s3)C2)CC1 (configuration not stated) | 0 | 4% | -6 | 2% | -2% | -3 | -9% | 0.3 | -4%
Cc1ccc2[nH]cc(S(=O)(=O)c3ccc(C)c(C)c3)c(=O)c2c1 | 8 | -21% | -5 | 3%&5% | 7% | -7&0 | -4%&1% | -1.5 | -1%
CCOC(=O)N1CCN(C(=O)CSc2ccc(C(=O)OC)cc2[N+](=O)[O-])CC1 | 14 | -3% | -10 | 14% | 10% | 0 | -11% | 0.2 | u
COc1ccccc1NS(=O)(=O)c1ccc2c(c1)N(C(C)=O)CC(C)S2 (configuration not stated) | 11 | 0% | -3 | 2% | 2% | 2 | 5% | -0.4 | -5%
CCOc1cc(C(=O)N2CCN(C/C=C/c3ccccc3)CC2)cc(OCC)c1OCC | 16 | -3% | x | -3% | -1% | 4 | u | -1.1 | -15%
CC(C)P(=O)(c1cccc(C(=O)O)c1)C(C)C | -12 | 1% | 2 | 10% | -12% | -3 | 15% | 0.6 | -8%
C[C@@H](c1ccccc1)N1C[C@H](COCc2ccccc2)Oc2cc(N3CCC[C@H]3C(N)=O)ccc2S1(=O)=O | 14 | -4% | 15 | -5% | -1% | 7 | -18% | 0.3 | -8%
O=C(c1ccc([N+](=O)[O-])cc1)N(Cc1ccc(Cl)cc1Cl)N1C(=O)CCCC1=O | -22 | -3% | x | -7% | 4% | -21 | 4% | -0.3 | -14%
CCN1CCN(C(c2cccs2)C(C)NS(=O)(=O)c2ccc(F)cc2)CC1 (configuration not stated) | -25 | -1% | 14 | -32% | 11% | -7 | -1% | -2.2 | -9%
CC1(C2CC2)NC(=O)N(CC(=O)Nc2ccccc2F)C1=O (configuration not stated) | -11 | 2% | -10 | 3% | -3% | -15 | -3% | -3.4 | -12%
CC1=C(C(=O)Nc2ccccc2C)C2(CCCC2)C(C(N)=O)C(=O)N1 (configuration not stated) | -24 | 5% | x | 51%[activator] | -16% | 2 | 2% | -0.9 | 1%
CC1CCCCC1N1CN=C(Nc2nc3ccccc3s2)NC1 (configuration not stated) | 2 | -5% | x | 6% | 0% | 1 | 2% | 0.3 | -1%
O=C(Cc1ccccc1[N+](=O)[O-])N1CCc2ccccc2C1 | -9 | 11% | -3 | -14% | 12% | -3 | 6% | -1.9 | -8%
Cc1ccccc1N(CC(=O)NCCSCc1ccco1)S(C)(=O)=O | -19 | -18% | x | -10% | 4% | 11 | -17% | 0.0 | -7%
Cc1ccccc1Nc1c(-c2ccccc2)nc2ncccn12 | -14 | -7% | 0 | -3% | 4% | -16 | 3% | 3.1 | 1%
CCN(c1ccc(C)cc1C)S(=O)(=O)c1nnc(NC(=O)C(C)C)s1 | -19 | -2% | 2 | u | 0% | 0 | -4% | 8.2 | 2%
O=C(Nc1ccc(Cl)cc1Cl)N1CCN(c2ncccn2)CC1 | 15 | 6% | 2 | 20% | -2% | 1 | 1% | -3.1 | 5%
O=C(CSc1ncnc2ccccc12)NC1CCS(=O)(=O)C1 (configuration not stated) | 0 | -2% | 4 | 13% | -1% | -13 | -8% | -0.2 | -2%
COc1ccc(C(=O)NNC(=O)C23CC4CC(CC(C4)C2)C3)c(OC)c1 | -15 | -5% | 3 | u | 6% | 11 | 13% | -0.7 | -14%
CCOc1ccc(NC(=O)Cc2ccc(NC3=NC4CS(=O)(=O)CC4S3)cc2)cc1 (configuration not stated) | -15 | 14% | 2 | 4% | -1% | 0 | -21% | -0.9 | 1%

Whole records, looked up by structure. Values in the order: DRD3 antagonist	WRN inhibitor	PI5P4K alpha inh	GLP-1R inv ag	GLP-1R agonist	D3 ag	GLP1R cytotox	IL-2 act	PLK1 PBD inh
Shown for `O=C(Nc1ccc(Cl)cc1Cl)N1CCN(c2ncccn2)CC1` → 15	6%	2	20%	-2%	1	1%	-3.1	5%
Shown for `O=C(CSc1ncnc2ccccc12)NC1CCS(=O)(=O)C1` (configuration not stated) → 0	-2%	4	13%	-1%	-13	-8%	-0.2	-2%
Shown for `CCOc1ccc(NC(=O)Cc2ccc(NC3=NC4CS(=O)(=O)CC4S3)cc2)cc1` (configuration not stated) → -15	14%	2	4%	-1%	0	-21%	-0.9	1%

Screening data deposited in PubChem by National Center for Advancing Translational Sciences (NCATS).
